Source: PubChem BioAssay
MmCpn inh – M. maripaludis TRiC chaperonin inhibition. 330,000 compounds, 0.031% hits. Potency, µM (doses to about 76.9 µM), for inactives: at the top dose activity, negative = inhibition, usual class: inhibitors. purified Mm-Cpn ATPase, ADP Transcreener TR-FRET; note: potency is the fitted concentration of half-maximal effect; % is set by controls: 0 for no effect and ±100 for the full control effect; nearly all actives have a fitted effect of over 80% in size
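Quantitative HTS used 25 nM Mm-CPN and 10 uM ATP in magnesium/KCl Tris buffer, pH 7.4, with 1 mM DTT. Hydrolysis ran 30 min at 37°C; ADP was read by HTRF.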
PI5P4K alpha inh – inhibitors of human PI5P4K alpha. P48426. PI5P4Kalpha enzyme, ADP-Glo luminescence, 60 min; stronger effect = lower value. max response, %. 330,000 compounds, 1.2% hits; active = max response of -50% or lower; inconclusive = between -30% and -50%; inactive = -30% or higher; note: value at the top dose of about 77 µM; % is set by controls: 0 for no effect and ±100 for the full control effect
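ADP-Glo luminescence end-point read after a 60 min room-temperature kinase reaction of PI5P4Kalpha plus substrate, initiated with ATP at 5 microM final. Buffer: 0.038 M HEPES pH 7.4, EGTA, 0.1% CHAPS, 5% DMSO.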
WRN inhibitor – blocks human WRN helicase; 360,000 compounds, 0.46% hits; Potency, µM (doses to about 114 µM), for inactives: at the highest dose activity change, negative = inhibition, most hits filed as inhibitors; WRN helicase unwinding, fluorescent forked duplex, kinetic; Q14191; note: potency is the fitted concentration of half-maximal effect; % is set by controls: 0 for no effect and ±100 for the full control effect; nearly all actives have a fitted effect of over 55% in size
Target sequence (Q14191 whole entry, looked up): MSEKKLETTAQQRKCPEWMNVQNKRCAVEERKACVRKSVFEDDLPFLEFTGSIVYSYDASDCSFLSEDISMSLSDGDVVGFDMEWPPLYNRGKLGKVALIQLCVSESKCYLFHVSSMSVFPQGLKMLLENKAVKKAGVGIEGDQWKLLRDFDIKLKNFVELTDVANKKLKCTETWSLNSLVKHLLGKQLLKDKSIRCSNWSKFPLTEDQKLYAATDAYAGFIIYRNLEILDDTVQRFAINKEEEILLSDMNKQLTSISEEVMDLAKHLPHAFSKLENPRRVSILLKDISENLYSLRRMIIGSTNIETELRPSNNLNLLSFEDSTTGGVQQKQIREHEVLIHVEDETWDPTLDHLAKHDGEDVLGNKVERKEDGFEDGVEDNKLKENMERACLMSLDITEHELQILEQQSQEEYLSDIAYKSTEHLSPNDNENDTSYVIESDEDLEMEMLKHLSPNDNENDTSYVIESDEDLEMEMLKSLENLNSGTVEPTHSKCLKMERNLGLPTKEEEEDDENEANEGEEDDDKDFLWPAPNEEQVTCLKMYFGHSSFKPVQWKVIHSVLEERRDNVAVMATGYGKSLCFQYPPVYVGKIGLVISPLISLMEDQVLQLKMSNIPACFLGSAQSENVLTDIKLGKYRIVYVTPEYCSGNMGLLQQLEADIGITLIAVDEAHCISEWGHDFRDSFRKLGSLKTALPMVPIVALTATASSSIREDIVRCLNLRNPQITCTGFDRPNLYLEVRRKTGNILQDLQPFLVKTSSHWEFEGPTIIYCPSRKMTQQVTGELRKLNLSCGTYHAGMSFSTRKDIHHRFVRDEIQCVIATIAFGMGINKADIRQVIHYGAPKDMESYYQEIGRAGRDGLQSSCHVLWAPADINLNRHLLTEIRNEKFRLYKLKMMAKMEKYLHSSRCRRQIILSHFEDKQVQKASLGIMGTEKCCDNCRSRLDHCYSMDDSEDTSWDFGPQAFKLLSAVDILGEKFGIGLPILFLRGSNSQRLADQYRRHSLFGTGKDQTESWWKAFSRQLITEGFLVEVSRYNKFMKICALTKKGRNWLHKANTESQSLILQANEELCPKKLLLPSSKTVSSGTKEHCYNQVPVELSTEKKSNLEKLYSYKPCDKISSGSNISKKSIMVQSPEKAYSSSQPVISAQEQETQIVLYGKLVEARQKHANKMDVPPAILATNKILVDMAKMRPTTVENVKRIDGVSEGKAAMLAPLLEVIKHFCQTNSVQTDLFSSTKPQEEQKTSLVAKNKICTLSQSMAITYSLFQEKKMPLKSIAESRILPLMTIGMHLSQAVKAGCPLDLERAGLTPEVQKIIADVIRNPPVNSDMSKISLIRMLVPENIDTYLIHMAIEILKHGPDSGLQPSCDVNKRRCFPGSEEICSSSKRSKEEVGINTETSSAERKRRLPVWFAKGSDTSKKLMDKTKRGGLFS
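Kinetic red-fluorescence monitoring (525/598 nm) tracks WRN helicase activity after 100 nM fluorophore-quencher forked duplex and 2 mM ATP are added to 20 nM enzyme pretreated 15 min at room temperature with compound.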
CCT chaperon mod – cytosolic chaperonin activity modulation; purified chaperonin ATPase assay, HTRF ADP detection, 30 min; activity change, % (concentration not given with the values), hits read low; 360,000 compounds, 0.3% hits; AID 651819; in the data active = activity change below about -30%; note: % is set by controls: 0 for no effect and ±100 for the full control effect
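Nucleotide hydrolysis assay: TRiC at 20–40 nM final (set by batch activity) with 10 uM ATP, 30 min at 37 °C, in presence of 76 uM compound. Detection by competitive ADP HTRF, 30 min ambient.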
EPAC1 agonist – agonists of human EPAC1. EPAC1 agonist qHTS, biochemical assay; response scale: 100% = response to 6.5 mM cAMP. 360,000 compounds, 0.073% hits. AID 720707. Potency, µM (titrated, usually from 154 µM), inactives show top-dose activation, hits mostly activators. O95398; note: potency is the fitted concentration of half-maximal effect; nearly all actives have a fitted effect of over 60% in size
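Compounds were pinned as a concentration titration into mixtures of EPAC1 (100 nM), BODIPY-GDP-loaded Rap1B (250 nM) and GDP (50 uM). After 5 min at room temperature, fluorescence was followed for 30 min; activity was scaled to 6.5 mM cAMP.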
EPAC1 antagonist – blocks human EPAC1 exchange factor. O95398. EPAC1 GEF assay, Rap1b-BODIPY-GDP exchange fluorescence. Potency, µM (top dose mostly 115 µM), inactives show at the highest dose activity change, negative = inhibition, hits mostly inhibitors. 360,000 compounds, 0.14% hits;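 note: potency is the fitted concentration of half-maximal effect; plate controls were vehicle for no effect and positive control for full effect; nearly all actives have a fitted effect of over 50% in size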
EPAC2 antagonist – EPAC2 (human) antagonism; 360,000 compounds, 0.18% hits; AID 720708; Potency, µM (titrated, usually from 114 µM), inactives show at the highest dose activity, negative = inhibition, hits mostly inhibitors; EPAC2 GEF exchange of Rap1B-BODIPY-GDP, fluorescence; Q8WZA2; note: potency is the fitted concentration of half-maximal effect; % is set by controls: 0 for no effect and ±100 for the full control effect; nearly all actives have a fitted effect of over 45% in size; many of its hits are not listed in these tables
PLK1 PBD inh – blocks phosphopeptide binding to human PLK1 polo-box domain; P53350; Plk1 PBD binding of FITC phosphopeptide, fluorescence polarization; Potency, µM, without a hit: max response, negative = inhibition, usual class: inhibitors; 360,000 compounds, 2.8% hits; AID 720504; note: potency is the fitted concentration of half-maximal effect; series mostly up to about 57 µM; % is set by controls: 0 for no effect and ±100 for the full control effect; nearly all actives have a fitted effect of over 65% in size
Numbers without * were called inactive; ? = inconclusive; . = no result given; & = joins results of further samples; [ ] = another dose, or the depositor's remark. Unless noted, calls come from the whole dose curve; as a rule, active = well fitted curve in the direction sought with a large enough effect; inconclusive = small, poorly fitted or top-dose-only effect, or another doubt; inactive = no such curve, though single readings can be large; an effect the other way counts as inactive or inconclusive.

The line under a structure holds: CCT chaperon mod | PI5P4K alpha inh | EPAC1 antagonist | MmCpn inh | PLK1 PBD inh | WRN inhibitor | EPAC1 agonist | EPAC2 antagonist
Cn1c(CO)cnc1SCC(=O)c1ccc(F)cc1
  -2.3 | 1.3 | 6.3% | 1.1% | -9.5% | 4.2% | 2.7% | 2.9%
CC(C)Oc1ccc(/C=N/NC(=O)c2ccc(N(Cc3ccccc3)S(C)(=O)=O)cc2)cc1
  -0.4 | 8.1 | -9.3% | 0.4% | -0.1% | -14.5% | 5.5% | 8.7%
Cc1ccc(-c2nn(-c3ccccc3)cc2C(=O)N2CCN(c3ccccn3)CC2)cc1
  -2.9 | 0.4 | -18.4% | 0.4% | -21.1% | 9.3% | 12.4% | -2.0%
O=C(COC(=O)c1ccccc1C(=O)N1CCN(c2ccccc2)CC1)Nc1ccccc1
  -4.7 | 3.9 | 0.5% | -1.3% | -10.5% | -6.4% | 5.5% | 3.7%
CC(C)CC(NC(=O)/C(=C\c1ccco1)NC(=O)c1ccco1)C(=O)O (stereo not given)
  -0.8 | 5.2 | 15.6% | 1.5% | -6.2% | 2.8% | 6.7% | 26.7%
Cn1c(=O)c2c(ncn2CCOC(=O)C(C)(C)Oc2ccc(Cl)cc2)n(C)c1=O
  0.2 | 11.6 | -0.4% | . | -4.6% | -2.7% | 4.1% | 4.3%
CN(c1ccccc1)S(=O)(=O)c1cccc(NC(=O)c2cncc(Br)c2)c1
  -1.9 | 1.9 | -21.5% | 0.5% | -9.2% | -5.2% | 9.6% | -9.7%
C[C@@H](C(=O)CC(=O)OC(C)(C)C)[C@@H](O)c1ccccc1
  -0.4 | 12.9 | -4.2% | -2.1% | -3.7% | 2.9% | -6.0% | 0.8%
CCCC(NC(=O)Cc1c(C)c2c(cc(C)c3c(C)coc32)oc1=O)C(=O)O (stereo not given)
  -0.9 | 1.8 | 5.6% | -2.9% | -8.9% | -3.0% | 5.5% | -5.3%
CC1CCCC(NC(=O)NC(=O)COC(=O)c2ccc(O)cc2O)C1C (stereo not given)
  0.3 | 4.1 | -15.6% | -1.1% | -14.0% | -4.1% | 2.1% | -10.7%
COc1ccc(C(C)(C)C)cc1NC(=O)C1CC(=O)N(C2CCCC2)C1 (stereo not given)
  -0.3 | 2.2 | -6.2% | 1.7% | 5.8% | -17.8% | -2.5% | 6.2%
COc1cc(C(=O)O[C@H]2C/C(C)=C/CC[C@]3(C)O[C@@H]3C(O)C2C(C)C)cc(OC)c1OC (stereo not given in full)
  -2.9 | 2.1 | -15.4% | -1.6% | -3.3% | 1.5% | -6.1% | -24.6%
CSc1ccccc1OCc1cc(C(=O)N(C)Cc2ccc(C)o2)no1
  0.9 | -1.5 | -15.3% | 3.4% | -16.9% | -8.3% | 2.5% | -23.8%
CC(=O)/C(=N/Nc1ccccc1)N1CCOCC1
  -0.7 | . | 17.5% | -0.9% | 0.0% | -2.8% | 1.5% | 8.1%
O=C1SCC(c2ccccc2)=NN1Cc1ccccc1
  1.0 | -4.4 | -5.7% | 0.6% | 7.9% | 1.9% | 10.2% | -7.5%
CC1(C)CC(=O)C=C(C#CC2(O)CCCCC2)C1
  1.4 | -4.2 | -13.9% | . | -0.9% | -4.2% | -3.0% | -10.0%
O=C1CCN(Cc2ccccc2)C=C1c1ccc(C(F)(F)F)cc1
  1.1 | 9.9 | -17.3% | 3.9% | -4.7% | -8.7% | -6.7% | -19.9%
CCCCn1c(N)c(N(CC(C)C)C(=O)C2CCN(C(=O)c3ccc(Cl)cc3)CC2)c(=O)[nH]c1=O
  1.6 | 2.1 | 3.1% | -1.4% | 0.5% | 3.4% | ? | -4.6%
CC1Cc2ccccc2N1C(=O)c1ccc(Br)o1 (stereo not given)
  -0.7 | -1.1 | -29.9% | . | -3.8% | 0.0% | -4.6% | -15.9%
Cc1ccc(NC(=O)NC2=NN(c3ccccc3)C(=O)/C2=C2/CCCN2C)cc1
  -1.8 | 8.4 | -1.8% | -0.1% | 1.3% | -5.7% | 1.8% | -8.4%
Fc1cccc(Nc2nc(N3CCOCC3)nc(N3CCOCC3)n2)c1
  -3.2 | 0.5 | 5.8% | 1.5% | 3.2% | -3.8% | 5.1% | -0.5%
C=CCNc1cnn(CC(C)=O)c(=O)c1Br
  1.8 | 3.9 | 7.4% | -1.7% | -2.1% | -7.6% | -0.6% | 14.3%
O=C(Nc1ncc([N+](=O)[O-])s1)c1cccs1
  -1.7&-0.3 | -14.7&-13.4 | 1.6%&-3.0% | 0.7%&-7.1% | -8.4%&-10.5% | -4.8%&-3.9% | -18.4%&-4.1% | 5.5%&-5.8%
COc1ccc2nc(SCCOC(=O)Nc3ccc(Cl)cc3)nc(C)c2c1
  -2.0 | 23.9 | -2.9% | 0.8% | -7.9% | -7.4% | 15.3% | -7.5%
CCCCNC(=O)CSc1nc2ccc(N3CCOCC3)cc2c(=O)n1CCc1ccccc1
  -1.0 | 2.9 | -2.4% | -1.4% | -15.5% | 11.7% | 5.1% | -0.1%
CCN1C(=O)N[C@@H](c2cccc(C(F)(F)F)c2)[C@H](C(=O)OC)[C@H]1C
  -3.0 | 2.6 | -5.2% | . | -13.5% | -3.3% | 1.9% | -3.4%
Cc1noc(/C=C/N(C)C)c1S(=O)(=O)N1CCN(c2ccccc2)CC1
  2.8 | -0.1 | 3.3% | -1.1% | 1.0% | -3.7% | -4.8% | -18.0%
Cc1cc(C)c(NC(=O)CNC(=O)CNC(=O)C2CCCCC2)c(C)c1
  0.3 | 4.4 | -15.1% | -0.1% | -16.1% | 6.8% | -0.1% | 0.6%
COCCNC(=O)c1ccccc1NC(=O)CN(c1ccc2c(c1)OCO2)S(C)(=O)=O
  -1.4 | 1.4 | -10.4% | 0.2% | -2.9% | 0.0% | 3.6% | -4.4%[57.1 µM]
COc1cc2c(cc1OC)CN(C(=O)CCNS(=O)(=O)c1ccccc1F)CC2
  2.6 | 2.2 | 4.4% | 0.8% | -3.5% | -5.5% | 3.5% | 6.2%
Cc1cc2nccc(-c3ccco3)n2n1
  0.6 | -5.2 | 12.2% | -3.0% | -16.9% | 5.2% | -2.9% | 8.1%
CCN1C(=O)N/C(=C/c2cc(C)n(Cc3ccccc3)c2C)C1=O
  -1.6 | -13.0 | 6.3% | -2.9% | -19.9% | -7.3% | 3.1% | -2.2%
Cc1c(C(=O)NCCCN2CCCC2=O)oc2ccc(S(=O)(=O)N3CCOCC3)cc12
  -0.2 | . | 3.8% | 0.3% | -6.0% | 3.6% | 3.9% | -3.3%
N#Cc1c(SCC(=O)Nc2cccc(C(F)(F)F)c2)sc2c(O)cc(=O)[nH]c12
  1.2 | -102.7* | ? | -16.9% | 13.4µM* | ? | -11.4% | 15.0%
O=C(OCC(=O)N1CCN(C(=O)COC(=O)c2ccncc2)CC1)c1ccncc1
  0.7 | 0.6 | 1.2% | 0.5% | -0.8% | -4.5% | 6.7% | -2.6%
CC(=O)[C@@]1(O)CC[C@H]2[C@@H]3CCC4=CC(=O)CC[C@]4(C)[C@H]3CC[C@@]21C
  1.2 | 5.6 | -13.1% | -16.1% | -10.3% | 5.0% | -7.2% | -14.1%
CCOC(=O)NC(C)N1C(=O)C2C3C=CC(C3)C2C1=O (stereo not given)
  -0.7 | -7.2 | 2.2% | 1.4% | -16.4% | 5.6% | -7.0% | 11.7%
Cc1cccc2cc3c(N)c(C(=O)N4CCCc5ccccc54)sc3nc12
  1.5 | 12.6 | -8.1% | 0.0% | 3.8% | -7.8% | 18.4% | 15.4%
COc1cc([N+](=O)[O-])cc(/C=N/NC(=O)C(C)Nc2cccc3ccccc23)c1O (stereo not given)
  2.1 | -50.3* | 5.2% | 1.0% | -15.6% | -24.9%[57.1 µM] | -8.2% | 18.1%
COc1ccc(N=Cc2nc(-c3ccccc3)oc2OC(C)=O)cc1
  -1.5 | -6.7 | 15.2% | 0.6% | ? | 5.5% | -12.9% | 15.6%

PLK1 PBD inh, what is marked active above.
The line under a structure holds: CCT chaperon mod | PI5P4K alpha inh | EPAC1 antagonist | MmCpn inh | PLK1 PBD inh | WRN inhibitor | EPAC1 agonist | EPAC2 antagonist
N#Cc1c(SCC(=O)Nc2cccc(C(F)(F)F)c2)sc2c(O)cc(=O)[nH]c12
  1.2 | -102.7* | ? | -16.9% | 13.4µM* | ? | -11.4% | 15.0%

(next part)
The line under a structure holds: CCT chaperon mod | PI5P4K alpha inh | EPAC1 antagonist | MmCpn inh | PLK1 PBD inh | WRN inhibitor | EPAC1 agonist | EPAC2 antagonist
CCC(=O)N1CCC1(C)C(=O)Nc1cccc(OC)c1 (stereo not given)
  -0.7 | 1.8 | 0.0% | . | -3.7% | 0.6% | -2.4% | 8.9%
CC(c1nnc(Sc2nnnn2-c2ccccc2)n1-c1ccc(F)cc1)N(C)C (stereo not given)
  1.8 | -1.4 | 23.7% | -1.1% | -8.2% | -4.9% | 0.2% | 22.9%
COc1cc(/C=C(\C#N)C(=O)NCC2CCCO2)ccc1OCC(=O)O (stereo not given)
  5.9 | -15.5 | 13.8% | -0.5% | -1.4% | -15.9% | -1.0% | 5.8%
C=C(C)C(=O)Nc1ccc2c(c1)OCCOCCOCCO2
  -0.8 | -73.8* | ? | 0.6% | -20.8% | ? | 0.4% | 5.7%
Cc1ccc(CNC(=O)CN(C(=O)C2(C)CC(=O)N=C3C=CC=CN32)c2ccccc2)cc1 (stereo not given)
  -4.5 | -8.8 | -10.0% | -0.9% | -4.9% | 1.6% | -5.0% | 4.0%
COc1ccc(-c2nnc3ccc(SCC(=O)Nc4nc5ccc(C)cc5s4)nn23)cc1OC
  2.1 | 1.5 | 6.4% | 0.9% | -3.6% | -27.1%[57.1 µM] | -4.3% | 16.1%
Nc1ccc(C(=O)OCc2ccncc2)cc1[N+](=O)[O-]
  -2.3 | 0.6 | -6.5% | 2.4% | -12.1% | -3.3% | -2.5% | -4.5%
COCCCNCCCOc1ccc(Cl)cc1C(C)(C)C
  -4.3 | -0.9 | -6.6% | 0.8% | -13.1% | -6.8% | -8.3% | -5.6%
Cc1cccc(NC(=O)CSc2nnc(CN3CCOCC3)n2C)c1C
  4.3 | -2.8 | -10.7% | -2.6% | 2.1% | -6.8% | -8.9% | 5.0%

Some of the compounds tested, so the mix of outcomes need not match the whole.
